Compound activity (PubChem BioAssay)
GLP1R inv ag: qHTS of GLP-1 Receptor Inverse Agonists (Inhibition Mode); Glucagon-like peptide 1 receptor (Homo sapiens), P43220; HEK293 GLP-1R CRE-luciferase, luminescence, 24 h; GLP-1R form is constitutively active; Potency, µM (series often up to 38.3 µM), inactives show at the top dose activity change, negative = inhibition, actives largely listed as inhibitors; actives 1.6% (n = 410,000); further: on the % scale 0 is the no-effect control and ±100 the full control effect; nearly all actives have a fitted effect of over 55% in size
Target sequence (P43220 whole entry, looked up): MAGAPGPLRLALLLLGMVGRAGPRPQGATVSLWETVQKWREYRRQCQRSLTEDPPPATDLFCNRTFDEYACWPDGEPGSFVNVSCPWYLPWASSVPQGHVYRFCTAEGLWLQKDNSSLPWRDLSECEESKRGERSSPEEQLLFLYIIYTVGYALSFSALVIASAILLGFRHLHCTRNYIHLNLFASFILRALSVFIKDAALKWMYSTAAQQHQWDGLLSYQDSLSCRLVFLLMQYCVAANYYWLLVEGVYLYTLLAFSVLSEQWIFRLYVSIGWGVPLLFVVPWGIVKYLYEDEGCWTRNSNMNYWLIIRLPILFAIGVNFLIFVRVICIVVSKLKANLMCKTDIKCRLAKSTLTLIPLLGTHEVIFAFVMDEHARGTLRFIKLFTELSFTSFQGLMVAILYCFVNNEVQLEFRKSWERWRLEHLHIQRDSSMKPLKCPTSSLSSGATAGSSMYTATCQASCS
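Constitutively active GLP-1R drives a cAMP-responsive luciferase in stably transfected HEK293 cells; test compounds are added after overnight (12 h) attachment and left 24 hr, and signal loss in luminescence marks inhibition.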
HEK293 tox: qHTS of GLP-1 Receptor Inverse Agonists: Cytotox Screen. HEK293 cAMP-luciferase reporter cells, luminescence, 24 h. actives 0.13% (n = 410,000). AID 624418, 2012. Potency, µM (top dose mostly 38.3 µM), inactives show at the top dose activity change, negative = inhibition, actives largely listed as inhibitors;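 further: loss of luciferase light is scored as toxicity; on the % scale 0 is the no-effect control and ±100 the full control effect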
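A 23 nL compound transfer followed 12 hours of cell culture at 37 deg C; exposure then lasted 24 hr. Luciferase assay detection reagent was dispensed and plates read for luminescence after a 12 min room-temperature wait.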
KB-3-1 cytotox: qHTS assay for MDR1-selective chemotherapeutics: Primary screen using the parental adenocarcinoma cell KB-3-1. KB-3-1 viability, CellTiter-Glo ATP luminescence, 72 h. Potency, µM (top dose mostly 46.1 µM), without a hit: at the top dose activity change, negative = cytotoxic, hits mostly cytotoxic. actives 1.4% (n = 400,000); further: on the % scale 0 is the no-effect control and ±100 the full control effect; nearly all actives have a fitted effect of over 60% in size
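Viability of parental KB-3-1 cells, measured by CellTiter-Glo luminescence, followed a 72 h incubation at 37 °C with pinned compounds in phenol-red-free DMEM containing 10% FBS.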
HT1080NT lethal: qHTS for induction of synthetic lethality in tumor cells producing 2HG: qHTS for the HT-1080-NT fibrosarcoma cell line; actives 1.6% (n = 360,000); HT-1080-NT fibrosarcoma viability, CellTiter-Glo ATP luminescence, 48 h; Potency, µM (top dose mostly 46.1 µM), inactives show at the top dose activity, negative = less viability, hits mostly cytotoxic;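 further: NT is the 2HG producing partner of a matched IDH1 knockdown line; 0% = DMSO-treated cells and -100% = media-only wells without cells; nearly all actives have a fitted effect of over 55% in size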
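Read-out is CellTiter-Glo luminescence after 10 minutes at room temperature, following 48 hours' compound treatment of HT-1080-NT cells (750 cells/well, RPMI, 5% FBS, 37 degrees C).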
SW480 rerep: A quantitative high throughput screen for small molecules that induce DNA re-replication in SW480 colon adenocarcinoma cells; SW480 DNA re-replication, Hoechst DNA content imaging, 48 h; Potency, µM (titrated, usually from 46.1 µM), for inactives: at the top dose re-replication activation, usual class: activators; actives 1.8% (n = 340,000); AID 624297, 2012; further: % of control where 0% means no effect; nearly all actives have a fitted effect of over 55% in size
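Hoechst fluorescence of nuclei (405 nm excitation, 500-530 nm emission) measured by plate-scanning imager after 48 hr compound exposure at 37 C; re-replication scored as increased number of nuclei with elevated intensity.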
KB-V1 cytotox: qHTS assay for MDR1-selective chemotherapeutics: Primary screen using the drug-selected MDR subline cells KB-V1; KB-V1 MDR cells viability, CellTiter-Glo, 72 h; Potency, µM (highest dose often 46.1 µM), without a hit: at the top dose activity change, negative = cytotoxicity, most hits filed as cytotoxic; actives 3.4% (n = 400,000); AID 1347076, 2019; further: on the % scale 0 is the no-effect control and ±100 the full control effect; nearly all actives have a fitted effect of over 60% in size
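KB-V1 MDR subline cells in DMEM (phenol-red free, 10% FBS) exposed to compounds in qHTS concentration series for 72 h at 37 degrees C. Viability read by CellTiter-Glo luminescence; concentration-effect curves fitted after normalization and correction.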
TDP-43 yeast inh: qHTS of TDP-43 Inhibitors; TDP-43 expressing yeast growth rescue, BacTiter-Glo, 24 h; Potency, µM (doses to about 46.1 µM), for the others: top-dose growth rescue (activation), most hits filed as activators; actives 1.8% (n = 410,000); AID 652104, 2013; further: % of control where 0% means no effect; nearly all actives have a fitted effect of over 50% in size
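Yeast expressing TDP-43 (pregrown in raffinose, seeded at OD600=0.02 in galactose medium) exposed to compounds 24 hr at 30 deg C. Growth read by BacTiter-Glo luminescence; rescue of toxicity appears as increased signal.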
GLP1R ag: qHTS of GLP-1 Receptor Agonists; actives 0.007% (n = 380,000); Potency, µM (titrated, usually from 45.6 µM), without a hit: at the highest dose activation, hits mostly activators; HEK293 GLP-1R CRE-luciferase, luminescence, 4-6 h; cells express a hypersensitive GLP-1R form; AID 624172, 2012; further: % of control where 0% means no effect
HT1080 IDH1KD tx: qHTS for induction of synthetic lethality in tumor cells producing 2HG: qHTS for the HT-1080-IDH1KD cell line | HT-1080 IDH1 knockdown viability, ATP luminescence, 48 h | Potency, µM (series often up to 46.1 µM), inactives show at the highest dose activity, negative = toxicity, usual class: cytotoxic | actives 2% (n = 360,000) | AID 686971, 2013;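 further: 0% = DMSO wells and -100% = cell-free medium wells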
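Cytotoxicity counter-line: IDH1KD HT-1080, 48 h, CellTiter-Glo. Curves classed by r2, magnitude and activity.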
An asterisk follows results filed as active; ? = inconclusive; · = no result given; & = joins results of further samples; [ ] = remark or other dose. The call rests on the fitted dose curve; in most records, active means well fitted curve in the direction sought with a large enough effect; inconclusive means small, poorly fitted or top-dose-only effect, or another doubt; inactive means no such curve, though single readings can be large; an effect the other way counts as inactive or inconclusive. Potency means the concentration at half of the fitted maximal effect.

SMILES	GLP1R inv ag	HEK293 tox	KB-3-1 cytotox	HT1080NT lethal	SW480 rerep	KB-V1 cytotox	TDP-43 yeast inh	GLP1R ag	HT1080 IDH1KD tx
Cc1ccc(C(=O)NCC(=O)OCC(=O)c2cc(C)n(Cc3ccco3)c2C)cc1	3%	8%	8%	9%	-2%	23%	0%	5%	1%
CNc1nc(Oc2ccc(=O)[nH]n2)nc(N2CCOCC2)n1	11%	0%	14%	·	·	0%	24%	·	·
C=CCNC(=S)N/N=C/c1ccc(C(C)(C)C)cc1	3.5µM*	?	?	-29%	?	?	-5%[0.397 µM]	12%	-20%
Cc1ccccc1C1C(C#N)=C2N=C(N)c3c(sc4c3CCCCC4)N2C2=C1C(=O)CC(C)(C)C2 (centres undefined)	0%	-13%	-1%	-5%	?	-29%	9%	1%	-13%
O=C1CNC(=S)N1CCc1ccc(O)c(O)c1	-12%	-21%	0%	21%	-5%	16%	-13%	8%	-8%
COc1ccc(CC(=O)Nc2ccccc2C(=O)N2CCCC2)cc1	22%	-1%	·	0%	0%	·	8%	-1%	4%
COCCn1c(CN2CCN(c3cccc(Cl)c3)CC2)nc2c1c(=O)n(C)c(=O)n2C	-10%	-3%	-27%	-4%	-15%	?	27%	18%	-5%
COCCCN1C(=O)C(O)=C(C(=O)c2ccco2)C1c1ccccc1 (centres undefined)	8%	-4%	?	18%	2%	9%	16%	-12%	11%
Cc1ccc(-c2cc(C(=O)NC(C)c3ccccc3)c3ccccc3n2)cc1C (centres undefined)	-13%	-2%	5%	·	·	-3%	6%	·	·
Cc1c(C(=O)OC(C)C(=O)N(C)Cc2ccccc2)oc2ccccc12 (centres undefined)	?	-44%	-14%	-14%	4%	-26%	35µM*	12%	1%
O=C(COc1ccc2c(-c3ccccc3)cc(=O)oc2c1)NC1CCS(=O)(=O)C1 (centres undefined)	10%	0%	0%	?	-33%[inhibitor]	-1%	18%	-4%	-17%
CCCCC(=O)Nc1ccc2c3c(cccc13)CC2	-7%	-14%	14%	18%	3%	-2%	?	-5%	14%
CCc1ccccc1NC(=O)CC1CS(=O)(=O)CC1CC(=O)Nc1ccccc1CC (centres undefined)	4%	7%	1%	-11%	-138%[inhibitor]	3%	-20%	4%	-20%
CC1CCN(Cc2ccc(-c3nnn(CC(=O)NC4CCCCC4)n3)cc2)CC1	1%	21%	2%	4%	104%[1.84 µM]	1%	17%	-5%	3%
Cc1ccc(C(=O)O)cc1N1CCCC1=O	-20%	-3%	-10%	1%	0%	-2%	-38%[inhibitor]	1%	21%
CC(=O)c1cccc(NC(=O)N2C3CCC2CC(NC(=O)C2CC2)C3)c1 (centres undefined)	-5%	-1%	-18%	15%	-12%	-4%	15%	-4%	14%
N#Cc1c(NC(=O)COC(=O)C2CC3C=CC2C3)oc(-c2ccccc2)c1-c1ccccc1 (centres undefined)	?	-21%	-10%	0%	-40%[inhibitor]	1%	-4%	-13%	-12%
COc1ccc(C(=O)OCC(=O)NC(=O)CCSc2ccccc2)cc1	22%	7%	4%	-1%	4%	0%	22%	1%	8%
N#CCc1ccc(NC(=O)Nc2cccc(Cl)c2)cc1	0%	4%	?	-2%	2%	15µM*	-12%	0%	2%
NS(=O)(=O)c1ccc(NC(=S)Nc2ccc(F)c(F)c2)cc1	12%	5%	25%	9%	-5%	4%	1%	7%	10%
Cc1ccccc1OCCC(=O)OCC(=O)N(C)c1c(N)n(Cc2ccccc2)c(=O)[nH]c1=O	1%	-4%	5%	0%	-8%	18%	20%	-10%	9%
Cc1cnccc1CN(C)Cc1cn(C)nc1-c1cccc(Cl)c1	-40%	-1%	-1%	-7%	4%	?	-24%	13%	-9%
COc1ccc(OC)c(NC(=O)COC(=O)CN(C)S(=O)(=O)c2ccc(C)cc2)c1	2%	6%	16%	-4%	?	-4%	10%	-1%	2%
O=C(NCC1CCCN1S(=O)(=O)c1cccs1)c1ccccc1 (centres undefined)	4%	16%	?	2%	-4%	?	29%	2%	0%
O=C(CNC(=O)c1ccc(Br)o1)NCCc1ccc(F)cc1	-1%	-1%	2%	0%	-7%	0%	-18%	3%	5%
Going on with the list:
SMILES	GLP1R inv ag	HEK293 tox	KB-3-1 cytotox	HT1080NT lethal	SW480 rerep	KB-V1 cytotox	TDP-43 yeast inh	GLP1R ag	HT1080 IDH1KD tx
CCCc1nn2c(=O)cc(COC(=O)c3ccccc3NC(=O)COc3ccccc3F)nc2s1	12%	4%	2%	·	·	-19%	-3%	·	·
O=C1NC[C@H](CCCCN2C[C@H](Cc3ccc(O)cc3)N(CCc3ccccc3)C(=O)C2=O)N(CC2CCCCC2)C1=O	3%	-1%	21%	18%	·	0%	5%	-2%	15µM*
CCN(CC)c1cc(C)c2cc(NC(=O)/C=C/c3ccc(C)cc3)ccc2n1	-9%	-1%	-22%	·	·	7%	29%	1%	·
CCOc1cc(C(=S)N2CCOCC2)ccc1OC(=O)c1ccccc1	9%	1%	-31%	-1%	-2%	16%	1%	2%	3%
CCOC(=O)c1c(C)[nH]c(C)c1S(=O)(=O)N1CCOCC1	11%	-21%	12%	-2%	2%	13%	18%	1%	0%
CCOC(=O)c1ccc(NC(=O)CC2SC3=NCCN3C2=O)cc1 (centres undefined)	-7%	0%	1%	12%	-21%	27%	2%	-1%	4%
O=C1[C@@H]2CSC(c3ccc(C(F)(F)F)cc3)N2C(=O)N1c1ccccc1 (some centres undefined)	-21%	-4%	28%	·	·	3%	13µM*	-1%	·
CCC(=O)OCCNc1cc(SCCC(=O)OC)c2nonc2c1[N+](=O)[O-]	10%	?	-25%&1%	?	11%	-6%&20%	-9%	-31%[inhibitor]	?
O=C(O)c1cc(/C=C/C(=O)c2cc(F)ccc2O)c2c(c1)COCO2	18%	-8%	26%	0%	-3%	4%	0%	-4%	-7%
CCN1CCN(Cc2ccc(NC(=O)CC3Oc4ccc(C)cc4NC3=O)cc2)CC1 (centres undefined)	-27%	-13%	-2%	-1%	-1%	21%	0%	-1%	-1%
NS(=O)(=O)c1ccc(NCc2cnc3ccccc3c2)cc1	8%	-4%	-20%	6%	·	-1%	30%	-3%	-7%
CC(C)OCCCNC(=O)Cn1ncc2c(=O)oc3ccccc3c21	7%	-6%	-6%	0%	2%	0%	-21%	-14%	-2%
C=CCN1C(=O)/C(=C2/Sc3ccc(OC)cc3N2C)SC1=Nc1ccccc1	16%	7%	3%	2%	7.3µM*	5%	2%	9%	-2%
Cn1c(SCC(=O)NC2CC2)nnc1-c1cccs1	4%	-6%	-10%	-3%	-5%	1%	-22%	-1%	3%
CC(C)c1ccc(CC(=O)N2CCC2(C)C(=O)Nc2cnc3ccccc3c2)cc1 (centres undefined)	?	-7%	0%	?	·	-3%	?	14%	?
CCn1c(=O)cc(SCC(=O)N2CCN(Cc3ccc4c(c3)OCO4)CC2)c2ccccc21	0%	-18%	?	-4%	-17%	?	-10%	-3%	?
COCCCN(C(=O)c1cc(-c2ccco2)nc2ccccc12)c1c(N)n(Cc2ccccc2)c(=O)[nH]c1=O	10%	7%	2%	-1%	7%	9%	-2%	3%	-1%
COC(=O)CC1C(=O)NCCN1C(=S)Nc1ccccc1 (centres undefined)	1%	-1%	7%	27%	-7%	?	14%	1%	19%
CCC(CC)NC(=O)COC(=O)c1cc(Br)ccc1Cl	-1%	15%	11%	10%	-9%	5%	26%	11%	19%
CCOc1ccc(CN(C)CC(=O)Nc2ccc([N+](=O)[O-])cc2Cl)cc1	?	89%[activator]	-11%	-4%	4%	16µM*	-15%	7%	-9%
Cc1cccc(OCCN2C(=O)C(=O)c3cccc(C)c32)c1	-3%	7%	4%	-5%	-5%	-26%	-1%	4%	1%
O=C(c1ccco1)N1CCN(c2ncnc3c2cnn3-c2ccccc2)CC1	8%	6%	?	-7%	-7%	-28%	?	3%	-12%
COc1ccc(NC(=S)NC23CN4CN(CN(C4)C2)C3)c(OC)c1	9%	-4%	11%	16%	-3%	-4%	1%	4%	0%
CCc1ccccc1Oc1nc2cc(-c3cccc(OC)c3)sc2c(=O)n1C	10%	5%	13%	1%	·	-24%	18%	-5%	25%
CCN(CC)CCCn1c(C)cc2c(c1=O)C(c1cccc(Cl)c1)C(C#N)=C(N)O2 (centres undefined)	-19%	17%	-5%	2%	-5%	9%	-10%	-5%	-4%
COc1ccc(C)cc1NC(=O)CN1CCN(c2ccc(F)cc2)CC1	?	7%	3%	-2%	-16%	-7%	-13%	19%	-1%
CC(=O)N1CCN(C(=S)Nc2ccc(Oc3ccccc3)cc2)CC1	?	-4%	-8%	-6%	1%	?	3%	17%	1%

Just TDP-43 yeast inh (5 entries from above):
compound | TDP-43 yeast inh
CCOc1ccc(CN(C)CC(=O)Nc2ccc([N+](=O)[O-])cc2Cl)cc1 | -15%
Cc1cccc(OCCN2C(=O)C(=O)c3cccc(C)c32)c1 | -1%
O=C(c1ccco1)N1CCN(c2ncnc3c2cnn3-c2ccccc2)CC1 | ?
COc1ccc(NC(=S)NC23CN4CN(CN(C4)C2)C3)c(OC)c1 | 1%
CCc1ccccc1Oc1nc2cc(-c3cccc(OC)c3)sc2c(=O)n1C | 18%

GLP1R inv ag: what is marked active above
SMILES	GLP1R inv ag	SW480 rerep	GLP1R ag
C=CCNC(=S)N/N=C/c1ccc(C(C)(C)C)cc1	3.5µM*	?	12%

Compounds as they come. Share with any hit: about 9.4%.
